b-catenin transl: beta-catenin nuclear translocation modulation; HeLa beta-catenin nuclear translocation, immunofluorescence imaging; AID 1665; actives 0.3% (n = 190,000); nuclear translocation activity, % at 5 µM;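 active = nuclear translocation activity above 50% at 5 µM, with a well cell count of 50 or more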;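 also: per-cell ratio of nuclear to cytoplasmic median beta-catenin stain intensity; plate controls were DMSO negative control for no effect and GSK-3 inhibitor IX positive control for full effect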
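Read-out: Nuclear/cytoplasmic beta-catenin signal ratio, % activation | Assay system: Human HeLa cell line | Times: 24 h compound exposure at 37°C, 5% CO2 | Signal: Fluorescence imaging of beta-catenin antibody stain plus DAPI | Dosing: 5 µM primary, 0.02–20 µM confirmation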
Myeloid diff MLP: myeloid differentiation induction. ER-HoxA9 myeloid progenitors, lysozyme-GFP differentiation, flow cytometry. calls only at 10 µM. actives 1% (n = 360,000);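 active = normalized GFP-positive differentiation at or above the plate's own cutoff, the solvent-only control mean plus 3 SD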;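 also: cells exposed to compound for four days before flow analysis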
MT stabilize HCS: stabilizes microtubules in HeLa cells. HeLa tubulin immunostaining HCS, 24 h; share of cells brighter than vehicle mean+2SD. % tubulin-high responders, % at 10 µM. actives 0.83% (n = 200,000). AID 2205;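 active = plate Z-score above 3 for both tubulin-high and condensed-nucleus cell shares, with cell loss under 80%, at 10 µM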;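 also: anti alpha tubulin signal scored within the nucleus-defined area of each cell; some results filed as inactive read as strong as hits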
Lipid droplet: modulators of hepatic lipid droplet formation; AML12 mouse hepatocytes, oleate lipid droplets, BODIPY imaging; inhibition, % at 6.5 µM; actives 0.4% (n = 240,000); AID 1656;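 active = lipid droplet intensity inhibited by at least 50%, with more than 500 cells counted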
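Assay system: AML12 hepatocytes (mouse); Probe or stimulus: oleic acid at 100 µM to induce lipid droplet formation; Dosing: compound at 6.5 µM only; Schedule: compound with oleate, overnight; Detection: fluorescence imaging, 20x objective, two fields per well; Measure: % inhibition of lipid droplet signal.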
T cell HTS: T cell immune modulators affecting CD8 T cell-vesicle binding; 2C CD8+ T cell-vesicle binding, flow cytometry; hits give low values; calls only at 7 µM; actives 0.068% (n = 330,000);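 active = response, share of CD8 T cells binding vesicles, and their 90th percentile fluorescence all below set limits, cut at about 80% in these data, passing the limit was not always enough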
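Read-out – percent CD8+ FL2 mean versus row control · System – murine 2C transgenic CD8+ T lymphocytes · Times – 1.5 h cell–vesicle binding at 37 °C, then 20 min icy labelling · Control set – naked vesicles low, QL9 vesicles with vehicle high · Detection – cytometric PE anti-B7-1 and Alexa647 anti-CD8 signals after 1% paraformaldehyde fixation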
TNAP activation fold: stimulation of alkaline phosphatase TNAP activity – biochemical, luminescent, no phosphate acceptor, uHTS, primary screen (AID 1001) | purified TNAP, luminescent activation assay, no phosphate acceptor; higher activation fold means a stronger effect | one-dose activation fold at 20 µM; EC50 in µM for titrated hits | actives 0.03% (n = 200,000); in the data active = activation fold from about 3, or a potency from the dose series; inactive = the rest, 99 in 100 with activation fold below about 1.6; also: many of its hits are not listed in these tables
Dynein cargo inh: blocks dynein driven cargo transport along microtubules | AID 1381 | actives 0.47% (n = 220,000) | 3617.4 mouse cells, GR-EGFP nuclear translocation imaging; test concentration mostly 20 µM; stimulated with dexamethasone, 1 µM; hits give low values | z-score, hits read low;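 active = plate z-score of nuclear minus cytoplasmic receptor signal below a set negative limit, without overly bright fluorescence or cell loss, cut at about -3.5 in these data, passing the limit was not always enough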;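 also: z-score of nuclear minus cytoplasmic ring GR-EGFP intensity difference per well; some compounds called inactive have numbers as strong as hits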
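Buffer or medium: tetracycline-free induction medium containing charcoal-stripped FBS / Reagent: dexamethasone agonist, 1.0 µM final, for 30 min / Technique: automated 10x imaging of fixed Hoechst-stained cells / Times: induction 48 h, compound 1 h, agonist 30 min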
Insulin prom up: MIN6 insulin promoter up-regulation. MIN6 insulin promoter-GFP reporter, high-content imaging; hits give high values. z-score at 5 µM. actives 0.3% (n = 190,000). AID 1625;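 active = z-score above 3 at 5 µM with at least 500 cells counted in the well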
human PMI inhibition: MPI enzyme activity inhibition – biochemical, fluorescence intensity, coupled assay, primary screen (AID 1209). purified PMI enzyme, coupled fluorescence intensity; higher % means a stronger effect. inhibition, % at 20 µM; hits with a dose series show IC50 in µM. actives 0.42% (n = 190,000); in the data active = inhibition above about 50%;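 also: plate controls were DMSO vehicle for no effect and wells lacking substrate for full effect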
Dynein cargo inh cytoplasmic EGFP: also measured in Dynein cargo inh; calls as there; z-score; measured here: cytoplasmic GR-EGFP intensity; hits give high values
Dynein cargo inh nuclear GR-EGFP: also measured in Dynein cargo inh; calls as there; z-score; measured here: nuclear GR-EGFP intensity;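 lower value marks the stronger effect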
Dynein cargo inh cell count: second read-out of Dynein cargo inh, no call of its own (marks repeat the call); z-score; measured here: cell count per field
Insulin prom up cell count: also measured in Insulin prom up; calls as there; cell count; measured here: cytotoxicity, nuclei count;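 total cells summed across four imaged fields per well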
Lipid droplet cells 6.5 µM: recorded beside Lipid droplet, whose call it bears; cell count; measured here: cell count, cytotoxicity flag;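 cells counted across two imaged fields per well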
b-catenin transl cell count 5 µM: second read-out of b-catenin transl, no call of its own (marks repeat the call); cell count; measured here: cell count, cytotoxicity flag
T cell HTS vesicle-bound %: further read-out of T cell HTS, marked with its call; double positive events, %; measured here: CD8+ vesicle-bound cell fraction;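 binding gate set so that unloaded-vesicle control wells show 10% double positive cells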
MT stabilize HCS Hoechst-high %: also measured in MT stabilize HCS; calls as there; % Hoechst-high responders; measured here: nuclear condensation Hoechst responders;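 share of cells brighter than vehicle mean plus two SD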
MT stabilize HCS cytotoxicity %: recorded beside MT stabilize HCS, whose call it bears; toxicity, %; measured here: cytotoxicity by cell density;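 0% = mean cell density of plate MIN control wells and 100% = no cells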
Myeloid diff MLP GFP+ MAC1+ %: recorded beside Myeloid diff MLP, whose call it bears; GFP+ MAC1+ double positive, %; measured here: differentiation confirmed by MAC1 staining
* = called active by the depositor.

How did CCc1cccc(C)c1NC(=O)Cn1c(NCCO)nc2ccccc21 do in these assays?
b-catenin transl: 1.1; Myeloid diff MLP: inactive; MT stabilize HCS: 5.4; Lipid droplet: 17; T cell HTS: inactive; TNAP activation fold: 1.1; Dynein cargo inh: 0.066; Insulin prom up: -0.31; human PMI inhibition: 6%; Dynein cargo inh cytoplasmic EGFP: -0.26; Dynein cargo inh nuclear GR-EGFP: -0.17; Dynein cargo inh cell count: 0.58; Insulin prom up cell count: 1457; Lipid droplet cells 6.5 µM: 604; b-catenin transl cell count 5 µM: 1079; T cell HTS vesicle-bound %: 6; MT stabilize HCS Hoechst-high %: 1.3; MT stabilize HCS cytotoxicity %: 7.8; Myeloid diff MLP GFP+ MAC1+ %: 0.8

What do the screens show for `Cc1ccc(C(=O)CSc2nnc(-c3snnc3C)n2C2CC2)cc1`?
b-catenin transl: -0.1; Myeloid diff MLP: inactive; Lipid droplet: 13; T cell HTS: inactive; Dynein cargo inh: -0.18; Insulin prom up: 1.1; Dynein cargo inh cytoplasmic EGFP: -0.24; Dynein cargo inh nuclear GR-EGFP: -0.057; Dynein cargo inh cell count: -0.015; Insulin prom up cell count: 947; Lipid droplet cells 6.5 µM: 753; b-catenin transl cell count 5 µM: 1401; T cell HTS vesicle-bound %: 57; Myeloid diff MLP GFP+ MAC1+ %: 0.4

How did Cc1ccc(CNC(=O)C2(NC(=O)Nc3ccc(C)cc3)CCCCC2)cc1 do in these assays?
b-catenin transl: 0.0; Myeloid diff MLP: inactive; MT stabilize HCS: 4.3; T cell HTS: inactive; TNAP activation fold: 1.2; Dynein cargo inh: -0.43; Insulin prom up: 0.62; human PMI inhibition: 6%; Dynein cargo inh cytoplasmic EGFP: -0.18; Dynein cargo inh nuclear GR-EGFP: -0.4; Dynein cargo inh cell count: -0.36; Insulin prom up cell count: 1405; b-catenin transl cell count 5 µM: 1391; T cell HTS vesicle-bound %: 14; MT stabilize HCS Hoechst-high %: 1.3; MT stabilize HCS cytotoxicity %: 2.4; Myeloid diff MLP GFP+ MAC1+ %: 8.4

Results for CCSc1ccccc1C(=O)Nc1cccc(OC)c1 ?
Myeloid diff MLP: inactive; MT stabilize HCS: 1.8; Lipid droplet: 9; T cell HTS: inactive; TNAP activation fold: 1.1; Dynein cargo inh: -1.4; Insulin prom up: 0.78; human PMI inhibition: 9%; Dynein cargo inh cytoplasmic EGFP: -0.39; Dynein cargo inh nuclear GR-EGFP: -0.76; Dynein cargo inh cell count: 1.3; Insulin prom up cell count: 882; Lipid droplet cells 6.5 µM: 773; T cell HTS vesicle-bound %: 34; MT stabilize HCS Hoechst-high %: 1.9; MT stabilize HCS cytotoxicity %: 6.4; Myeloid diff MLP GFP+ MAC1+ %: 1.0

What do the screens show for `Cc1ccc([N+](=O)[O-])cc1NC(=O)C1CCN(S(C)(=O)=O)CC1`?
b-catenin transl: -1.2; Myeloid diff MLP: inactive; MT stabilize HCS: 1.8; Lipid droplet: 0; T cell HTS: inactive; TNAP activation fold: 1.1; Dynein cargo inh: -0.59; Insulin prom up: 0.59; human PMI inhibition: 10%; Dynein cargo inh cytoplasmic EGFP: -0.06; Dynein cargo inh nuclear GR-EGFP: -0.47; Dynein cargo inh cell count: -0.2; Insulin prom up cell count: 1336; Lipid droplet cells 6.5 µM: 631; b-catenin transl cell count 5 µM: 984; T cell HTS vesicle-bound %: 44; MT stabilize HCS Hoechst-high %: 2.3; MT stabilize HCS cytotoxicity %: 7.5; Myeloid diff MLP GFP+ MAC1+ %: 0.6

What do the screens show for `O=C(O)C1=C[C@H](c2ccccc2)C[C@H](OCc2ccc(CO)cc2)O1`?
b-catenin transl: -4.3; Myeloid diff MLP: inactive; MT stabilize HCS: 1.9; Lipid droplet: 13; TNAP activation fold: 1; Dynein cargo inh: -0.83; Insulin prom up: 0.13; human PMI inhibition: 7%; Dynein cargo inh cytoplasmic EGFP: -0.17; Dynein cargo inh nuclear GR-EGFP: -0.15; Dynein cargo inh cell count: 0.14; Insulin prom up cell count: 1372; Lipid droplet cells 6.5 µM: 702; b-catenin transl cell count 5 µM: 1203; MT stabilize HCS Hoechst-high %: 1.5; MT stabilize HCS cytotoxicity %: 3.0; Myeloid diff MLP GFP+ MAC1+ %: 1.5

How did Cc1[nH]n(-c2ccccc2)c(=O)c1C(c1ccc(C(=O)O)cc1)c1c(C)[nH]n(-c2ccccc2)c1=O do in these assays?
b-catenin transl: -2.6; Myeloid diff MLP: inactive; MT stabilize HCS: 3.3; Lipid droplet: 0; T cell HTS: inactive; TNAP activation fold: 1; Dynein cargo inh: -0.36; Insulin prom up: 0.13; human PMI inhibition: -2%; Dynein cargo inh cytoplasmic EGFP: -0.084; Dynein cargo inh nuclear GR-EGFP: -0.47; Dynein cargo inh cell count: 0.52; Insulin prom up cell count: 1255; Lipid droplet cells 6.5 µM: 787; b-catenin transl cell count 5 µM: 553; T cell HTS vesicle-bound %: 56; MT stabilize HCS Hoechst-high %: 3.0; MT stabilize HCS cytotoxicity %: 3.9; Myeloid diff MLP GFP+ MAC1+ %: 0.6

How did NS(=O)(=O)c1ccc(N/C=C\C(=O)c2ccncc2)cc1 do in these assays?
b-catenin transl: -1.7; Myeloid diff MLP: inactive; MT stabilize HCS: 2.2; Lipid droplet: -5; T cell HTS: inactive; TNAP activation fold: 1; Dynein cargo inh: -0.23; human PMI inhibition: -3%; Dynein cargo inh cytoplasmic EGFP: -0.39; Dynein cargo inh nuclear GR-EGFP: -0.18; Dynein cargo inh cell count: 1.1; Lipid droplet cells 6.5 µM: 715; b-catenin transl cell count 5 µM: 1101; T cell HTS vesicle-bound %: 32; MT stabilize HCS Hoechst-high %: 0.9; MT stabilize HCS cytotoxicity %: 5.3; Myeloid diff MLP GFP+ MAC1+ %: 0.1

How did O=C(C1=C[C@H](c2ccccc2)C[C@H](OCCCCO)O1)N1CCOCC1 do in these assays?
b-catenin transl: -1.7; Myeloid diff MLP: inactive; MT stabilize HCS: 3.3; Lipid droplet: 13; T cell HTS: inactive; TNAP activation fold: 1; Dynein cargo inh: -0.085; Insulin prom up: 0.53; human PMI inhibition: -3%; Dynein cargo inh cytoplasmic EGFP: -0.26; Dynein cargo inh nuclear GR-EGFP: 0.23; Dynein cargo inh cell count: 0.1; Insulin prom up cell count: 1078; Lipid droplet cells 6.5 µM: 705; b-catenin transl cell count 5 µM: 1096; T cell HTS vesicle-bound %: 22; MT stabilize HCS Hoechst-high %: 1.4; MT stabilize HCS cytotoxicity %: 4.3; Myeloid diff MLP GFP+ MAC1+ %: 2.5

What do the screens show for `CCN1C(=O)CC(N2CCC(c3nc4ccccc4[nH]3)CC2)C1=O` (stereo not drawn)?
b-catenin transl: -2.0; Myeloid diff MLP: inactive; MT stabilize HCS: 4.3; Lipid droplet: 10; T cell HTS: inactive; TNAP activation fold: 1.1; Dynein cargo inh: 0.53; Insulin prom up: -0.05; human PMI inhibition: 6%; Dynein cargo inh cytoplasmic EGFP: -0.28; Dynein cargo inh nuclear GR-EGFP: 0.5; Dynein cargo inh cell count: -0.96; Insulin prom up cell count: 1324; Lipid droplet cells 6.5 µM: 732; b-catenin transl cell count 5 µM: 1059; T cell HTS vesicle-bound %: 43; MT stabilize HCS Hoechst-high %: 1.6; MT stabilize HCS cytotoxicity %: 8.1; Myeloid diff MLP GFP+ MAC1+ %: 1.8

What do the screens show for `O=C(NCCc1ccccc1)C1c2ccccc2C(=O)N1C1CC1` (stereo not drawn)?
b-catenin transl: -2.7; Myeloid diff MLP: inactive; MT stabilize HCS: 6.2; T cell HTS: inactive; TNAP activation fold: 1.1; Dynein cargo inh: -0.48; Insulin prom up: 0.64; human PMI inhibition: -1%; Dynein cargo inh cytoplasmic EGFP: -0.18; Dynein cargo inh nuclear GR-EGFP: 0.1; Dynein cargo inh cell count: 0.27; Insulin prom up cell count: 1671; b-catenin transl cell count 5 µM: 915; T cell HTS vesicle-bound %: 12; MT stabilize HCS Hoechst-high %: 2.7; MT stabilize HCS cytotoxicity %: 3.6; Myeloid diff MLP GFP+ MAC1+ %: 0.3

Bioassay records: PubChem BioAssay, several laboratories
